Compound activity (PubChem)
HCV NS3 hel inh – inhibitors of HCV NS3 helicase, primary screen, biochemical, Cy5 molecular beacon fluorescence; Hepatitis C virus NS3 helicase; NS3 helicase DNA unwinding; inhibition, % at 10.9 µM; 0.56% of 290,000 active; AID 1800, 2009;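 active = inhibition above the mean of all tested compounds plus 3 SD, set per campaign, cut at about 35% in these data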;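 also: 0% = DMSO wells and 100% = thioflavine S control wells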
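System: Hepatitis C virus NS3 helicase domain fragment enzyme | Reagent: Annealed dual-labelled DNA beacon duplex, ATP-started | Compound dosing: 10.9 µM single point, 0.8% DMSO | Incubation: 1 h reaction at 25 °C, ATP-initiated | Technique: Cy5 fluorescence | Evaluation: Percent inhibition from t60/t0 fluorescence ratio | Benchmarks: Low DMSO, high thioflavine S at 110 µM | Replication: Singlicate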
IDE inh – human IDE inhibitors in live cells, primary screen, fluorescence polarization, HEK cells, FAbetaB substrate | AID 434962, 2010 | inhibition, % at 5.59 µM | FAbetaB cleavage | 0.41% of 320,000 active | Insulin-degrading enzyme (Homo sapiens), P14735;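 active = percent inhibition above the average of all tested compounds plus 3 SD, set per screening campaign, cut at about 16% in these data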;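 also: IDE supplied by intact live HEK cells; FP after avidin binding of uncleaved biotin substrate so inhibition keeps polarization high; 0% = DMSO wells and 100% = 60 µM reference IDE inhibitor Ii1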
Target sequence (P14735 whole entry, looked up): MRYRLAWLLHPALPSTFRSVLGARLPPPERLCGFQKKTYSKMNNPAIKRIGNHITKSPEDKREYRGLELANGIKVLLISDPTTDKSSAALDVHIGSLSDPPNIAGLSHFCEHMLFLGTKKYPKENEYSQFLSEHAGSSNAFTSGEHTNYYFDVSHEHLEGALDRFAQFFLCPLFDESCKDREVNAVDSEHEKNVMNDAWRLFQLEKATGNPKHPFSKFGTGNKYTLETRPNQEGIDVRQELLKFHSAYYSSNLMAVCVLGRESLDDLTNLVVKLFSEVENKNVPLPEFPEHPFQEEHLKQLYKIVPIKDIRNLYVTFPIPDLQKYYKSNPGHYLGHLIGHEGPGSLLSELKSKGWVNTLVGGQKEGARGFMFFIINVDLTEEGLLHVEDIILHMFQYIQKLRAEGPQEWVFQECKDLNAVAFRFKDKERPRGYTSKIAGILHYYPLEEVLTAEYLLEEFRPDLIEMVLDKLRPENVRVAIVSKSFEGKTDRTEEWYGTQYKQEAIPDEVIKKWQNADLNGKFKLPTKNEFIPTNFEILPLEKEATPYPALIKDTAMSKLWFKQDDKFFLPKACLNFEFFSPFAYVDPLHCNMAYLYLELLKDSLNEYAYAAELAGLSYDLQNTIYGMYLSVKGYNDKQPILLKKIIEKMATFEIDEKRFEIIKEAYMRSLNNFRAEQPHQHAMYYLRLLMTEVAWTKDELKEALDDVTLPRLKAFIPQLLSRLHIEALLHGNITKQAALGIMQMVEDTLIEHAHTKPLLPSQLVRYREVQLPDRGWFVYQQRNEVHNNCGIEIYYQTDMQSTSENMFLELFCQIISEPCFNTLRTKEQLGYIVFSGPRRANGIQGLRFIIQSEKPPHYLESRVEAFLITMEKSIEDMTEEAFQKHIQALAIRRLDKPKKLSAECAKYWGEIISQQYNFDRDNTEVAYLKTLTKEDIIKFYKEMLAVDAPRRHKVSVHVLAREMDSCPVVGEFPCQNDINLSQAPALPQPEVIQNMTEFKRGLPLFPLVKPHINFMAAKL
UBC9 SUMO inh – inhibitors of in vitro SUMOylation cascade, primary screen, biochemical, HTRF, uHTS; SUMO-conjugating enzyme UBC9 (Homo sapiens), P63279; HTRF SUMOylation assay, SAE1/SAE2 + UBC9; inhibition, % at 35 µM; 0.36% of 290,000 active; in the data active = inhibition above about 50%, passing the limit was not always enough; also: strong numbers were not always called active
CRFR2-BP antag – antagonists of CRF-BP/CRF-R2 complex, primary screen, cell-based, HEK293, calcium dye fluorescence, uHTS. CRF-induced calcium fluorescence. inhibition, % at 11.8 µM. 0.59% of 350,000 active;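 active = inhibition of the ligand-induced calcium signal above about 50% at the single tested concentration, limit read from the data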
IDE cell activ – human IDE activators in live cells, primary screen, fluorescence polarization, HEK cells, FAbeta-B substrate; Insulin-degrading enzyme (Homo sapiens), P14735; FAbeta-B cleavage; 0% vehicle, 100% cell-free pure enzyme wells; activation, % at 5.96 µM; 0.073% of 340,000 active; AID 493087, 2011;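 active = activation above the mean of all tested compounds plus 3 SD, set per screening campaign, cut at about 17% in these data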
VIM-2 inhibitor – VIM-2 metallo-beta-lactamase inhibitors, primary screen, biochemical, epi-absorbance readout, Pseudomonas aeruginosa enzyme; purified VIM-2, nitrocefin hydrolysis, epi-absorbance fluorescence; inhibition, % at 5.6 µM; 0.89% of 290,000 active; AID 1527, 2009;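 active = inhibition above the mean of all tested compounds plus 3 SD, cutoff set per screening run, cut at about 7.5% in these data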;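 also: red hydrolysis product quenches plate fluorescence so inhibitors raise well fluorescence; 0% = enzyme with DMSO and 100% = DMSO without enzyme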
GalR3 antagonist – GalR3 antagonists in HEK293 cells, primary screen, cell-based, fluorescence readout | Galanin receptor type 3 (Homo sapiens), O60755 | HEK293 GalR3-CNG cAMP membrane potential fluorescence; galR3 body fused to GalR1 C-terminus | inhibition, % at 3 µM | 0.44% of 360,000 active | AID 651719, 2012;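 active = inhibition above the screen-wide average plus 3 SD, cut at about 13% in these data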;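 also: forskolin and galanin both at EC90 stimulate the cells; cAMP rise reported by CNG channel membrane potential dye signal; 0% = forskolin plus galanin with DMSO and 100% = forskolin alone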
p-CIP stab down – p/CIP-EGFP fusion destabilizers, primary screen, fluorescence, F442A cells; Q05BA5; 16 h; decrease of EGFP signal, % at 10 µM; 0.01% of 290,000 active; AID 1984, 2009;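 active = EGFP signal decrease of at least 30% at 10 µM or well 3 SD below plate mean, unless failing retest; inactive = the rest, including hits failing retest or dose response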; also: some compounds called inactive have numbers as strong as hits; many of its hits are not listed in these tables
IMP-1 inh – IMP-1 metallo-beta-lactamase inhibitors, primary screen, biochemical, epi-absorbance readout, Pseudomonas aeruginosa enzyme | 0.45% of 290,000 active | metallo-beta-lactamase IMP-1 (Pseudomonas aeruginosa) | purified IMP-1, nitrocefin hydrolysis, epi-absorbance fluorescence | inhibition, % at 5.6 µM;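 active = inhibition above the mean plus 3 SD of all compounds in the same screening run, cut at about 4.5% in these data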;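 also: 0% = IMP-1 with DMSO and 100% = DMSO wells lacking enzyme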
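System: purified IMP-1; amount: IMP-1 0.2 nM before substrate addition; compound: single dose, 5.6 µM; times: 25 °C, 15 min preincubation, 25 min reaction; signal: Epi-absorbance via hydrolysed-nitrocefin quenching of white-plate fluorescence, 480/530 nm, EDTA stop; benchmarks: DMSO with and without IMP-1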
Numbers without * were called inactive.

What do the screens show for `CC1=C(C#N)C(c2ccc(O)cc2)C(C#N)=C(C)N1`?
HCV NS3 hel inh: 0; IDE inh: 4; UBC9 SUMO inh: 11; CRFR2-BP antag: 7; IDE cell activ: 8; VIM-2 inhibitor: -0.6; GalR3 antagonist: -6; p-CIP stab down: -11; IMP-1 inh: -3.7

What do the screens show for `O=C(Cc1ccc(F)cc1)Nc1nc(-c2ccc(F)c(F)c2)cs1`?
HCV NS3 hel inh: -3; UBC9 SUMO inh: 5; CRFR2-BP antag: 14; IDE cell activ: -4; VIM-2 inhibitor: -0.9; GalR3 antagonist: -8; p-CIP stab down: -4; IMP-1 inh: 0.3

Results for O=C(O)c1ccccc1OCCN1CCCC1=O ?
HCV NS3 hel inh: 0; IDE inh: -4; UBC9 SUMO inh: -3; CRFR2-BP antag: 15; IDE cell activ: -1; VIM-2 inhibitor: -0.5; GalR3 antagonist: -10; p-CIP stab down: -2; IMP-1 inh: -1.2

Results for Cc1ccc(CCN2CC(C(=O)NC3CCCC3)CC2=O)cc1 (stereo unspecified) ?
HCV NS3 hel inh: 14; IDE inh: 3; UBC9 SUMO inh: 0; CRFR2-BP antag: -5; IDE cell activ: 10; VIM-2 inhibitor: -3.6; GalR3 antagonist: 1; p-CIP stab down: 5; IMP-1 inh: -5.7

What do the screens show for `CCC(=O)c1c(OCc2ccccc2)ccc2c(C)cc(=O)oc12`?
HCV NS3 hel inh: -2; IDE inh: -3; UBC9 SUMO inh: 12; VIM-2 inhibitor: -0.3; p-CIP stab down: -5; IMP-1 inh: -0.1

How did Cc1cc(C)n(Cc2ccc(C(=O)Nc3ccc(Br)cc3C)o2)n1 do in these assays?
HCV NS3 hel inh: 12; IDE inh: -3; UBC9 SUMO inh: 9; CRFR2-BP antag: 16; IDE cell activ: 2; VIM-2 inhibitor: -3.0; GalR3 antagonist: -2; p-CIP stab down: 3; IMP-1 inh: -0.4

How did CC(C)N(c1ccccc1)c1ccc(NC(=O)COC(=O)CCN2C(=O)c3cccc([N+](=O)[O-])c3C2=O)cc1 do in these assays?
HCV NS3 hel inh: -6; IDE inh: -3; UBC9 SUMO inh: 7; CRFR2-BP antag: 16; IDE cell activ: 4; VIM-2 inhibitor: 1.0; GalR3 antagonist: -2; p-CIP stab down: -1; IMP-1 inh: 0.1

Results for Cc1nnc(NC(=O)C2CC(=O)N(Cc3ccccc3)C2)s1 (stereo unspecified) ?
HCV NS3 hel inh: 1; IDE inh: 1; UBC9 SUMO inh: -8; CRFR2-BP antag: -4; IDE cell activ: 5; VIM-2 inhibitor: -1.1; GalR3 antagonist: -1; p-CIP stab down: -1; IMP-1 inh: -2.3

Results for O=[N+]([O-])c1cc(C(F)(F)F)cc([N+](=O)[O-])c1NCCNC(=S)Nc1cccc(F)c1 ?
HCV NS3 hel inh: 7; IDE inh: -5; UBC9 SUMO inh: 10; CRFR2-BP antag: 0; IDE cell activ: 6; VIM-2 inhibitor: -3.5; GalR3 antagonist: -2; p-CIP stab down: -2; IMP-1 inh: -2.0

What do the screens show for `O=C(COC(=O)c1ccc2c(c1)OCO2)Nc1cccc(F)c1`?
IDE inh: 1; CRFR2-BP antag: -5; IDE cell activ: 6; GalR3 antagonist: -6

What do the screens show for `Cc1c(OCC(=O)N2CCN(c3ccccc3)CC2)ccc2c3c(c(=O)oc12)CCCC3`?
HCV NS3 hel inh: -2; IDE inh: 3; UBC9 SUMO inh: -1; CRFR2-BP antag: -9; IDE cell activ: 2; VIM-2 inhibitor: 3.3; GalR3 antagonist: 2; p-CIP stab down: 11; IMP-1 inh: -2.5

How did COc1ccc(OCCCCc2c(C)n[nH]c2C)cc1 do in these assays?
IDE inh: 5; CRFR2-BP antag: -4; IDE cell activ: 7; GalR3 antagonist: -6

Results for CC1CC1C(=O)OCC(=O)Nc1cc(S(=O)(=O)N2CCCCC2)ccc1Cl (stereo unspecified) ?
IDE inh: -1; CRFR2-BP antag: 0; IDE cell activ: -5; GalR3 antagonist: -3

Results for CC(CCc1ccco1)NC(=O)Cn1nc(Cc2ccncc2)c2ccccc2c1=O (stereo unspecified) ?
HCV NS3 hel inh: 14; IDE inh: 3; UBC9 SUMO inh: -4; CRFR2-BP antag: -17; IDE cell activ: 3; VIM-2 inhibitor: -5.0; p-CIP stab down: 7; IMP-1 inh: -3.9

Results for COc1ccccc1C(=O)N=C1SC2CS(=O)(=O)CC2N1c1ccccc1 (stereo unspecified) ?
HCV NS3 hel inh: 10; IDE inh: 4; UBC9 SUMO inh: 5; CRFR2-BP antag: 16; IDE cell activ: 5; VIM-2 inhibitor: -0.6; GalR3 antagonist: 3; p-CIP stab down: 10; IMP-1 inh: -1.6

What do the screens show for `CCOc1ccc(N/C=C/C(=O)c2ccccc2)cc1`?
HCV NS3 hel inh: 8; UBC9 SUMO inh: 3; CRFR2-BP antag: 7; IDE cell activ: -2; VIM-2 inhibitor: -1.3; GalR3 antagonist: -8; p-CIP stab down: 11; IMP-1 inh: -2.5

What do the screens show for `COc1ccc(NC(=O)CSc2nc(C)cs2)cc1`?
HCV NS3 hel inh: 3; IDE inh: 5; UBC9 SUMO inh: 24; CRFR2-BP antag: -7; IDE cell activ: 1; VIM-2 inhibitor: 0.2; GalR3 antagonist: -6; p-CIP stab down: -9; IMP-1 inh: -1.0

Results for CC(C)(C)NC(=O)NC(=O)COC(=O)c1ccc2c(c1)S(=O)(=O)N=C1CCCCCN12 ?
HCV NS3 hel inh: 0; IDE inh: 3; UBC9 SUMO inh: 23; CRFR2-BP antag: 4; IDE cell activ: -1; VIM-2 inhibitor: -3.2; GalR3 antagonist: -4; p-CIP stab down: -3; IMP-1 inh: -2.9

Results for c1coc(CNc2ncnc3sc4c(c23)CCCCC4)c1 ?
HCV NS3 hel inh: 2; IDE inh: 2; UBC9 SUMO inh: 15; CRFR2-BP antag: 0; IDE cell activ: 0; VIM-2 inhibitor: -2.6; GalR3 antagonist: 3; p-CIP stab down: 3; IMP-1 inh: -2.3

Results for CCc1nc(NCCCCCO)c2nnn(Cc3ccccc3F)c2n1 ?
HCV NS3 hel inh: -2; IDE inh: 4; UBC9 SUMO inh: 0; CRFR2-BP antag: -29; IDE cell activ: -1; VIM-2 inhibitor: -2.7; GalR3 antagonist: -1; p-CIP stab down: -14; IMP-1 inh: -5.0

What do the screens show for `CC1(C)CC(=O)C2=C(C1)OC(N)=C([N+](=O)[O-])C2c1cccs1` (stereo unspecified)?
HCV NS3 hel inh: 1; IDE inh: 7; UBC9 SUMO inh: 12; CRFR2-BP antag: -5; IDE cell activ: -3; VIM-2 inhibitor: -1.9; GalR3 antagonist: -2; p-CIP stab down: 1; IMP-1 inh: -3.2

How did Cc1nc2cc(O)ccc2n1C do in these assays?
HCV NS3 hel inh: -1; IDE inh: 3; UBC9 SUMO inh: 25; CRFR2-BP antag: 18; IDE cell activ: 5; VIM-2 inhibitor: 1.4; GalR3 antagonist: -2; p-CIP stab down: 5; IMP-1 inh: -0.2

How did Cc1ccc(CCNc2ccccc2)c[n+]1[O-] do in these assays?
HCV NS3 hel inh: -4; IDE inh: -1; UBC9 SUMO inh: -6; CRFR2-BP antag: -3; IDE cell activ: -1; VIM-2 inhibitor: -1.4; GalR3 antagonist: -2; p-CIP stab down: -5; IMP-1 inh: -2.2

Results for Cc1ccc(NC(=O)CSc2ccccc2)cc1S(=O)(=O)N1CCCCC1 ?
IDE inh: 4; CRFR2-BP antag: -8; IDE cell activ: 3; GalR3 antagonist: -4

How did COc1ccc(-c2c3c(=O)n(C)c(=O)n(C)c3cn2N2CCOCC2)cc1 do in these assays?
HCV NS3 hel inh: 2; IDE inh: -2; UBC9 SUMO inh: -3; CRFR2-BP antag: -1; IDE cell activ: 4; VIM-2 inhibitor: 0.6; GalR3 antagonist: -1; p-CIP stab down: -6; IMP-1 inh: -2.5

Results for CN(C(=O)CSc1nnc(-c2ccc(C(C)(C)C)cc2)n1C)C1CCS(=O)(=O)C1 (stereo unspecified) ?
IDE inh: 0; CRFR2-BP antag: -6; IDE cell activ: 0; GalR3 antagonist: -1

How did O=S(=O)(Nc1cc(S(=O)(=O)N2CCOCC2)ccc1NCC1CCCO1)c1ccccc1F (stereo unspecified) do in these assays?
IDE inh: 1; CRFR2-BP antag: 3; IDE cell activ: 1; GalR3 antagonist: -3

How did COCc1cc(=O)n2[nH]cc(-c3ccsc3)c2n1 do in these assays?
HCV NS3 hel inh: 5; IDE inh: -1; UBC9 SUMO inh: 1; CRFR2-BP antag: 11; IDE cell activ: 4; VIM-2 inhibitor: -4.6; GalR3 antagonist: -8; p-CIP stab down: 3; IMP-1 inh: -2.6

Results for O=C1C2C(c3ccccc3)CC=CC2[C@H](c2ccoc2)N1Cc1ccccc1 (stereo partly specified) ?
IDE inh: 0; UBC9 SUMO inh: -8; CRFR2-BP antag: 15; IDE cell activ: 4; GalR3 antagonist: -6; p-CIP stab down: -14

How did COc1ccc(-c2n[nH]c(=S)n2-c2ccc(C)cc2C)cc1 do in these assays?
HCV NS3 hel inh: -10; IDE inh: 2; UBC9 SUMO inh: 2; CRFR2-BP antag: -11; IDE cell activ: -8; VIM-2 inhibitor: -2.6; GalR3 antagonist: -8; p-CIP stab down: -8; IMP-1 inh: -3.5

What do the screens show for `CCOc1cc(N2CCOCC2)c(OCC)cc1NC(=O)[C@H](C)N1C(=O)C2CC=CCC2C1=O` (stereo partly specified)?
HCV NS3 hel inh: 21; IDE inh: -1; UBC9 SUMO inh: 10; CRFR2-BP antag: -1; IDE cell activ: -2; VIM-2 inhibitor: 1.6; GalR3 antagonist: 2; p-CIP stab down: -4; IMP-1 inh: 0.4

What do the screens show for `CCOC(=O)c1cnc2c(Cl)cccc2c1NCCN1CCOCC1`?
HCV NS3 hel inh: -13; IDE inh: 6; UBC9 SUMO inh: 6; CRFR2-BP antag: -12; IDE cell activ: 6; VIM-2 inhibitor: 2.3; GalR3 antagonist: -2; p-CIP stab down: -4; IMP-1 inh: -2.1
